From PubChem
KDM5B inh: blocks human KDM5B histone demethylase activity | Potency, µM (doses to about 57.7 µM), for the others: at the highest dose activity change, negative = inhibition, most hits filed as inhibitors | Q9UGL1 | 220,000 tested, 2.6% active | KDM5B demethylase, FDH-coupled NADH fluorescence (FDH is formaldehyde dehydrogenase); active means well fitted inhibition curve with a large enough effect; inconclusive means small, poorly fitted or top-dose-only effect; inactive means no such curve, though single readings can be large or run the other way; further: 0% is about no effect; nearly all actives have a fitted effect of over 70% in size
Target sequence (Q9UGL1 whole entry, looked up): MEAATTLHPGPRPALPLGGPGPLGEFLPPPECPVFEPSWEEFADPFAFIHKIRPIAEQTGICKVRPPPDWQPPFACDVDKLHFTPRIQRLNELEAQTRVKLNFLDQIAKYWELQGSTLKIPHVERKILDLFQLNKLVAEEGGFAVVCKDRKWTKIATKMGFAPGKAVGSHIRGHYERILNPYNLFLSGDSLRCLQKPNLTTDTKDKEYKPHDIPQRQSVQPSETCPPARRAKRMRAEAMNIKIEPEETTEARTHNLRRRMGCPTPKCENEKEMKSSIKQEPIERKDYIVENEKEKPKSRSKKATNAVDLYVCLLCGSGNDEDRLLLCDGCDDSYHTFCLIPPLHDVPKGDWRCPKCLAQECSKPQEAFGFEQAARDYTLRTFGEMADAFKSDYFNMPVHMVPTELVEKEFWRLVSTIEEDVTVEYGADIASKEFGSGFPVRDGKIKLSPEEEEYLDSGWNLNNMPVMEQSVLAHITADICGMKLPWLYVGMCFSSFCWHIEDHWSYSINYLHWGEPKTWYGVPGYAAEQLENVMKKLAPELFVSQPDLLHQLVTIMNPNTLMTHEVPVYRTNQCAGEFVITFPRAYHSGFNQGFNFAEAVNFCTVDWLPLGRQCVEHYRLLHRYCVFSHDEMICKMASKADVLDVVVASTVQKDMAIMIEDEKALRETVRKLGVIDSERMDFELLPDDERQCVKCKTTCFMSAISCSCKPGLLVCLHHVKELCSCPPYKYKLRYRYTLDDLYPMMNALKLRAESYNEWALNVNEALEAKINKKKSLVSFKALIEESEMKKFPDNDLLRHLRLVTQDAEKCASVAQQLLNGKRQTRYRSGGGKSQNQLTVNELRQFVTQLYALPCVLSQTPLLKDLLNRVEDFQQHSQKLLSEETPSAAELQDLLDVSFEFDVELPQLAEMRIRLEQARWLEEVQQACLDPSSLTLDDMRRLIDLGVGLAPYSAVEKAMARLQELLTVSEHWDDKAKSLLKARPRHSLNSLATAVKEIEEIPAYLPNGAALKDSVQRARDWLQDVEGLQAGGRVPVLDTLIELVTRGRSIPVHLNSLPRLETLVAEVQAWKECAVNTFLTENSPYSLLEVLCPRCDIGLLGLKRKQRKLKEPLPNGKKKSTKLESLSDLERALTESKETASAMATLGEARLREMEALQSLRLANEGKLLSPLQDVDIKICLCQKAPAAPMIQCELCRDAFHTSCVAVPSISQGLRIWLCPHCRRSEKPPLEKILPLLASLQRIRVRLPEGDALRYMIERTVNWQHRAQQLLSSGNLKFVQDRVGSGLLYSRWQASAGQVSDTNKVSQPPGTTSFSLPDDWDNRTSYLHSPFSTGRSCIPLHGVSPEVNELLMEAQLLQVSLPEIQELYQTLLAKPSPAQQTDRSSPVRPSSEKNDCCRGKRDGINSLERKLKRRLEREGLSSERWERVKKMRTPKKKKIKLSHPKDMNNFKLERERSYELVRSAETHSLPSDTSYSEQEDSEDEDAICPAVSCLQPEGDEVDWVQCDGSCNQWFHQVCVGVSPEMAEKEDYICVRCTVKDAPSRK
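Compound dilutions met 200 nM (final) KDM5BΔAP for 10 min at room temperature before substrate addition. The substrate mix held 12.5 µM H3K4me3 with cofactors 25 µM α-ketoglutarate and 50 µM Fe²⁺. NADH signal gain over 30 min defined activity.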
Numbers without * were called inactive; ? = inconclusive; & = joins results of further samples; [ ] = remark or other dose. Potency means the concentration at half of the fitted maximal effect. An excerpt; rates above refer to the full screens.

SMILES	KDM5B inh
Cc1ccc(C(=O)N2CCC(CCC(=O)N3CCN(c4ccccn4)CC3)CC2)cc1	28µM*
S=C(NC1CCCCC1)N[C@H]1CO[C@H]2[C@@H]1OC[C@@H]2n1cc(-c2ccccn2)nn1	-37%[86.2 µM]
Cc1ccc(CNC(=O)c2ccc(=O)[nH]c2)s1	0%
CCn1cc(CN(C)CCc2c(C)nn(C)c2C)ccc1=O	-19%
N#Cc1c(NC(=O)CCn2nnc(-c3ccc(Br)cc3)n2)sc2c1CCCC2	1%
COCCn1c(C)cc(C(=O)CSc2nnc(Nc3cccc(C)c3)s2)c1C	14%
COc1ccc(S(=O)(=O)c2c(C)c(C)n(C(C)C)c2NC(=O)C2CC2)cc1	23%
Cc1ccc(C(C(=O)O)N2CCC(C(=O)N3CCCC3)CC2)c(C)c1 (stereo not given)	-9%
CC1CCN(C(=O)CSc2nnc3c(n2)[nH]c2ccccc23)CC1	-6%
COc1ccc(C(CNC(=O)c2oc3cc(C)c(Cl)cc3c2C)N2CCCCC2)cc1 (stereo not given)	5%
COC(=O)C1=CN(CC(=O)Nc2ccccc2C(F)(F)F)S(=O)(=O)N=C1C	-5%
CC(C)c1nc2c(c(-c3ccc(O)cc3)n1)CN(Cc1ccc(N(C)C)cc1)CC2	?
COc1ccc(Cl)cc1NC(=O)Cn1c(=O)c(-c2noc(C)n2)c2n(c1=O)CCCC2	-12%
O=C(O)CC1(CC(=O)N2CCN3C(=O)c4cc(-c5ccsc5)ccc4NC(=O)[C@H]3C2)CCCC1	?
O=C(CC1CCCC1)N1CCC(C2CCN(Cc3cccc(F)c3F)CC2)C1 (stereo not given)	13%
COc1ccc(-c2noc(CSCC(=O)Nc3ccc(C)cc3Br)n2)cc1OC	-11%
CCCn1c(=O)c2sccc2n2c(CCCC(=O)Nc3ccccc3F)nnc12	?
Cc1cc2nc3n(c(=O)c2n1CC(=O)Nc1ccccc1)CCCC3	6%
FC(F)(F)c1nc2cc3nc4ccccc4[nH]c3cc2n1	4%
CC(C)NC(=O)CN1C(=O)NC(c2ccccc2)C2=C1COC2=O (stereo not given)	25%
N#Cc1ccc(C(=O)N2CCCCCNC(=O)[C@@H]3CCCC[C@@H]32)cc1	-11%
CCOC(=O)c1scc(-c2ccc(C)cc2)c1S(=O)(=O)Nc1ccccc1C	-9%
CC(=O)NCC(=O)N1CCCn2cc(-c3ccccc3)nc21	7%
COCC(=O)NC[C@H]1OC[C@@H](NC2CCCC2)[C@@H]1O	-18%[115 µM]
CC(C)(C)C1=N/C(=C/c2ccc(OC(F)F)cc2)C(=O)O1	-20%
N#Cc1ccccc1NC(=O)CN(Cc1ccco1)C1CCS(=O)(=O)C1 (stereo not given)	2%
COc1nc2c(cc1CNC(=O)[C@@H](N)CO)C(=O)N(CCc1ccccn1)C2	?
Cc1ccc2[nH]c(=O)c(-c3noc(CCCC(=O)NC4CCCCC4)n3)cc2c1	-13%
COc1cccc(-c2nc(SCC(=O)NCC3CCCO3)c(-c3ccc(F)cc3)[nH]2)c1 (stereo not given)	13%
CC(C)Cn1nc(C(=O)N2CCCC2c2cccs2)c2ccccc2c1=O (stereo not given)	4%

Laid out differently: entries from further up
KDM5B inh	structure
-11%	COc1ccc(-c2noc(CSCC(=O)Nc3ccc(C)cc3Br)n2)cc1OC
?	CCCn1c(=O)c2sccc2n2c(CCCC(=O)Nc3ccccc3F)nnc12
6%	Cc1cc2nc3n(c(=O)c2n1CC(=O)Nc1ccccc1)CCCC3
4%	FC(F)(F)c1nc2cc3nc4ccccc4[nH]c3cc2n1

More structures
SMILES	KDM5B inh
CC1=CC(C)C(COC(=O)CN2CCCCC2)C(C)C1 (stereo not given)	-10%
CC(C)(C)c1ccc(NC(=O)O[C@@H]2CO[C@H]3[C@@H]2OC[C@@H]3Nc2nccc(C(C)(C)C)n2)cc1	-6%
O=C(c1ccc(Cl)cc1Cl)N1CCC(c2nnc3n2C(C(=O)N2CCOCC2)CC3)CC1 (stereo not given)	-14%[115 µM]
Cc1noc(C2CC3(CCN(C(=O)CCc4c(C)nn(C)c4C)CC3)CN2C)n1 (stereo not given)	?
Cc1ccc(Cn2c(C3CCN(C(=O)c4ccsc4)CC3)n[nH]c2=O)cc1	38%[activator]
Cc1c(Cl)ccc(S(=O)(=O)N2CCC(C(=O)O)CC2)c1Cl	26%
Cn1cnnc1CCNC(=O)[C@H]1CNC[C@@H](C(=O)N2CCOCC2)C1	39%
CN1CCC(Oc2ncccc2C(=O)N(C)C)C1 (stereo not given)	-17%
CCN(CC)CCOc1nnc(-c2ccc(OC)cc2)c2ccccc12	-5%
O=C(NC(C1CC1)C1CC1)c1ccc(F)c(F)c1	2%
Cc1ccc(C)c(N2CCN(C(=O)c3cccn3-c3nnc(N4CCCCC4)s3)CC2)c1	-20%
COCC(=O)N1C[C@@H]2CCCN3CCC[C@@H]([C@H]23)[C@H]1CCCC(=O)NCC1CC1	-31%
COc1cccc(CNC(=O)c2ccc3c(c2)c(C)c(C)n3Cc2ccccc2)c1OC	?
COC(=O)C(C)OC(=O)c1c[nH]c2cc(Br)c(Br)cc12 (stereo not given)	-3%
Cc1ccc2c(c1)-c1ccccc1C2=Nc1ccc2c(c1)Cc1ccccc1-2	?
CCc1ccc(C(=O)Oc2ccc(Br)cc2)cc1	6%
O=C(CC1CCCC1)N1CC[C@@]2(O)CCN(Cc3ccccn3)C[C@H]2C1	25µM*
Cc1ccc(-n2ncc3c2ncn2nc(-c4cccs4)nc32)c(C)c1	1%
CCCOc1ccc(C2c3c(-c4ccccc4O)n[nH]c3C(=O)N2CCc2ccccc2)cc1OCC (stereo not given)	-7%
O=c1[nH]c(N2CCOCC2)nc2c1CCN(Cc1ccc(Cl)c(F)c1)CC2	4%
CC(=O)Nc1cccc(NC(=O)CSc2nc3ccccc3o2)c1	8%
O=C1NCc2ccccc2CC12CCN(Cc1ccccn1)CC2	18%[149 µM]
O=C(/C=C/c1cnc2ccccc2n1)NCc1ccccc1	4%
O=C1NCc2ccccc2CC12CCCCN2CC1=CCCCC1 (stereo not given)	-10%[149 µM]
Cc1ccc(Cl)cc1N1CCN(C(=O)c2ccc(C)c(-n3c(C)nc4cccnc43)c2)CC1	?
CCOc1ccc(NC(=O)Cn2c(=O)n(Cc3nc(-c4ccccc4)no3)c(=O)c3ccccc32)cc1	9%
CC(C)[C@H](NC(=O)OC(C)(C)C)C(=O)NC[C@H](CC(=O)O)c1ccc(Cl)cc1	7%
CCc1ccc(NC(=O)Cn2ccn3nc4c(c3c2=O)CCCC4)cc1	20µM*
COc1ccc(C(=O)CC2(O)C(=O)N(Cc3cccc(C(F)(F)F)c3)c3ccccc32)cc1 (stereo not given)	-15%
Cc1ccc(C(=O)N(C)C2CCCCC2)cc1Br	9%
COc1ccc(Nc2nc(Nc3ccc(C)c(Cl)c3)c3nccnc3n2)cc1	-10%
Cc1csc(NC(=O)c2cn3ccccc3n2)n1	31%
COc1ccc(CNC(=O)C2CCN(S(=O)(=O)c3c(C)noc3/C=C/c3ccccc3F)CC2)cc1	-16%
COc1ccc(NC(=O)C2(N(C)C(=O)Cc3nc(N)n[nH]3)CCCCC2)cc1	13%
COCCN1CCC(N2CCN(S(=O)(=O)c3ccc(F)c(Cl)c3)CC2)C1=O (stereo not given)	23%
COc1ccc(/C=C2/CN(Cc3ccc(OC)cc3OC)C3=N[C@H](c4ccccc4)CC(=O)N32)cc1	-3%
CC(C)CC(NC(N)=O)C(=O)NCc1cccc(C(F)(F)F)c1 (stereo not given)	11%
Cc1cc(C)n(CC(=O)N2CC(F)(F)C[C@H]2c2nc(C3CC3)no2)n1	-10%
O=C(NCCn1nc(-c2ccccc2)ccc1=O)C1NCCc2[nH]cnc21 (stereo not given)	19%
Cc1cc(-c2nc3ncccc3o2)ccc1NC(=O)c1ccc(Br)cc1	23%&-5%
Cc1ccc(-c2csc(=Nc3ccccc3)n2-c2ccccc2)cc1	16%
Cc1ccc(-c2cc3c(=O)n(CCNC(=O)c4ccc5ccccc5n4)ccn3n2)c(C)c1	?
Cc1cc(C)c2c(c1)C(=O)c1ccccc1-2	10%
COc1cccc(OCc2nc(C(=O)NCc3cn(C)nc3C)co2)c1	-23%
Cc1ccc(CN2CCC(CNc3cc(C4CC(O)C4)ncn3)CC2)o1 (stereo not given)	22%
Cc1ccc(O)c(-c2ccnc3cc(-c4ccc(Cl)cc4)nn23)c1	?
CCOc1ccc(NC(=O)CCCc2nnc3n(C)c(=O)c4sccc4n23)cc1	-13%
Cc1ccc2[nH]cc(C(C(=O)O)N3CCN(Cc4ccccn4)CC3)c2c1 (stereo not given)	-6%
O=C(NC1CCCCCCC1)c1ccc(F)cc1	37%
Cc1ccccc1NC(=O)CSc1nc2ccccc2c2nc(CCn3cncc3C)nn12	9%
CCOc1cc(-c2nnc(SCC(=O)Nc3ccc(F)c(F)c3)nc2-c2ccc(OC)c(OCC)c2)ccc1OC	-30%
COc1cc(NC(=O)Cn2c(C)cc3nc4n(c(=O)c32)CCCCC4)cc(OC)c1OC	6%
CC(=O)N(Cc1cc2cc(C)ccc2[nH]c1=O)CC(C)C	?
CC(Sc1cccc[n+]1[O-])C(=O)Nc1cccc2ccccc12 (stereo not given)	-33%
COc1ccc(CNC(=O)CCC2N=C3c4ccccc4N=C(SCC(=O)NCCc4ccc(OC)c(OC)c4)N3C2=O)cc1 (stereo not given)	?
O=C(NC1CCCc2c1[nH]c1ccc(F)cc21)c1ccc2c(c1)OCO2 (stereo not given)	-25%
CNC(=O)NC(=O)CNc1cccc(C)c1C(=O)OC	1%
Cc1ccc([S+](=O)([O-])NC2CCCN(c3nc4ncccc4o3)C2)cc1 (stereo not given)	?
Cn1c([C@H]2CCN(C(=O)c3cnccn3)C2)nc2ccccc21	-14%[86.2 µM]
CCC(C)NC(=O)c1cc(SC)ccc1C (stereo not given)	12%

Other structures.
SMILES	KDM5B inh
COC(=O)c1ccc(Cl)cc1NC(=O)NCc1c(-n2cccc2)sc2c1CCCC2	-9%
COC(=O)c1ccc(NC(=O)N2CCCC(CN3CCOCC3)CC2)cc1 (stereo not given)	23%
CCN(CC)C(=O)c1ccccc1OCc1nc(-c2ccc(C)cc2)no1	7%
COc1ccc2nc(NC(=O)c3ccc(S(=O)(=O)N4CCCC(C)C4)cc3)sc2c1 (stereo not given)	1%
O=C(NC1CC1)c1cccc(NC(=O)c2cc(=O)c3ccccc3o2)c1	6%
CC(C)C1C(=O)Nc2ccc(S(=O)(=O)NCc3ccc(Cl)cc3)cc21 (stereo not given)	-26%
COCC(=O)N1CCN(c2oc(-c3ccco3)nc2C#N)CC1	?
COCCCNCCOc1ccccc1-c1ccccc1	?
O=C(NC1CCNCC1)c1cc(C2CC2)nc2onc(C3CCCN3)c12 (stereo not given)	79µM*
COc1ccc(C(=O)OCc2ccc(Br)cc2)cc1OC	4%
Cc1nc(N2CCN(Cc3ccc4c(c3)OCO4)CC2)[nH]c(=O)c1Cc1cccc2ccccc12	13%
Cc1nc(SC(C)C(=O)NCCC2=CCCCC2)nc(C)c1C (stereo not given)	19%
COC(=O)C(NC(=O)N1CCc2nc3cc(-c4ccccc4)[nH]n3c(=O)c2C1)C(C)C (stereo not given)	25µM*
CC(=O)c1ccc(N2CCN(S(=O)(=O)c3cc(-c4noc(C)n4)ccc3C)CC2)cc1	-18%
Cc1ccc(-c2noc([C@@H]3C[C@@H](O)CN3Cc3ccccc3O)n2)cc1F	-10%[86.2 µM]
COc1ccc(C(=O)CCC(=O)Nc2ccc(F)cc2F)cc1	-2%
Cc1nc(CC2CCN(C(=O)Cc3ccccc3)CC2)n[nH]1	-7%
COCC(=O)NC1CCC12CCN(C(=O)COc1ccc(F)cc1)CC2 (stereo not given)	16%
COC[C@@H]1CN(Cc2ccc(Cl)cc2F)C[C@H]1C(=O)NC1CC1	-13%
O=C(O)COc1ccc(-c2nccc3c2C(=O)N(Cc2ccccc2)CC(CNC(=O)c2ccc(F)cc2)O3)cc1 (stereo not given)	-24%
COc1cc(Cl)c(C)cc1NC(=O)c1ccc(CN2C(=O)CCn3nc(C)cc32)cc1	-40%
CCS(=O)(=O)N1CC(=O)N(c2ccc(Cl)cc2)C(C)(C(=O)NC2CCCCC2)C1 (stereo not given)	8%
Cc1ccc(-c2nn3c(C(C)C)nnc3c3ccccc23)cc1S(N)(=O)=O	14%
CCOC(=O)Cc1ccc(NC(=O)Nc2cc3c(cc2N2CCCCC2)n(C)c(=O)n3C)cc1	-14%

In a second layout: entries from further up.
KDM5B inh | SMILES
-20% | Cc1ccc(C)c(N2CCN(C(=O)c3cccn3-c3nnc(N4CCCCC4)s3)CC2)c1
-31% | COCC(=O)N1C[C@@H]2CCCN3CCC[C@@H]([C@H]23)[C@H]1CCCC(=O)NCC1CC1
? | COc1cccc(CNC(=O)c2ccc3c(c2)c(C)c(C)n3Cc2ccccc2)c1OC
-3% | COC(=O)C(C)OC(=O)c1c[nH]c2cc(Br)c(Br)cc12 (stereo not given)
